CHX counter = affects cycloheximide protein synthesis inhibition readout, counter-screen; 12% of 300,000 active; max response, %; cell reporter, cycloheximide protein synthesis inhibition counterscreen; in the data active means max response mostly above about 13%, no sharp cut-off; inactive means mostly below about 14%; further: read at 38.3 µM for the half of the compounds with a filed dose; 0% is about no effect
Pf growth 96h = P. falciparum growth inhibition at 96 hour, primary screen for plastid delayed-death inhibitors; P. falciparum luciferase reporter growth, 96 h; Potency, µM (titrated, usually from 28.7 µM), without a hit: at the highest dose activity change, negative = inhibition, usual class: inhibitors; 6.9% of 320,000 active; further: potency means the concentration at half of the fitted maximal effect; on the % scale 0 is the no-effect control and ±100 the full control effect
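Two parasite generations (96 h, 37 C, 5% CO2) of compound exposure in infected erythrocytes (0.05% parasitemia, 2% hematocrit). Luciferase-reporter P. falciparum; decreased luminescence indicates inhibited growth, aimed at apicoplast-acting delayed death.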
Shiga inhibitor = Shiga toxin inhibition; Vero cells, Shiga toxin protein synthesis inhibition reporter; 9.2% of 290,000 active; inhibition, % at 38.7 µM; AID 2315; in the data active means inhibition mostly above about 28%, no sharp cut-off; inactive means mostly below about 43%; further: 0% is about no effect
Sm TGR inh = blocks Schistosoma mansoni thioredoxin glutathione reductase. 3% of 360,000 active. Q962Y6. purified TGR, DTNB reduction, TNB absorbance 405 nm. Potency, µM (titrated, usually from 114 µM), inactives show top-dose activity change, negative = inhibition, actives largely listed as inhibitors; further: potency means the concentration at half of the fitted maximal effect; on the % scale 0 is the no-effect control and ±100 the full control effect; nearly all actives have a fitted effect of over 60% in size
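Kinetic colorimetric format: TGR-catalysed, NADPH-driven DTNB reduction monitored via TNB absorbance. Enzyme dispensed at 20 nM; compound exposure 15 min at room temperature before reaction start.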
Pf growth 48h = P. falciparum growth inhibition at 48 hours (one generation) | P. falciparum luciferase growth in erythrocytes, 48 h | Potency, µM (top dose mostly 28.7 µM), for inactives: at the top dose activity change, negative = inhibition, actives largely listed as inhibitors | 5.9% of 310,000 active | AID 504832; further: potency means the concentration at half of the fitted maximal effect; on the % scale 0 is the no-effect control and ±100 the full control effect
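Luciferase-expressing parasites in RBCs, 2% Hct / 0.1% parasitemia final; RPMI 1640 + 0.5% Albumax; 37 C, 5% CO2, one generation; luminescence read-out, lower signal = inhibition.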
Giardia FBPA inh = blocks Giardia fructose-bisphosphate aldolase activity. A8B2U2. purified Giardia FBPA. Potency, µM (series often up to 59.6 µM), without a hit: at the highest dose activity, negative = inhibition, actives largely listed as inhibitors. 0.71% of 290,000 active; further: potency means the concentration at half of the fitted maximal effect; on the % scale 0 is the no-effect control and ±100 the full control effect; nearly all actives have a fitted effect of over 55% in size
Target sequence (A8B2U2 whole entry, looked up): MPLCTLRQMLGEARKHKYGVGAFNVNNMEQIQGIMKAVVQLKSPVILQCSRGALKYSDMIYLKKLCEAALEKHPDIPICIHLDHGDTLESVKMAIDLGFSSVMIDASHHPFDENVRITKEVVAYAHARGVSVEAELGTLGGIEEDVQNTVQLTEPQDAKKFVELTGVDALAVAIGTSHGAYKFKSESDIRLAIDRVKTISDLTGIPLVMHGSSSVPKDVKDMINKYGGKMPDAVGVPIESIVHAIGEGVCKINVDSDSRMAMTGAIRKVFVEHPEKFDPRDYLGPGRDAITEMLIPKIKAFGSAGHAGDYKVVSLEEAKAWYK
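40 nM FBPA preincubated 10 min at RT with compound (up to 57.5 uM final), then substrate plus GAPDH/TPI/NAD/arsenate coupling and diaphorase/resazurin added. Fluorescence read after 20 min at RT, 525/598 nm.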
Starred values were filed as active, the others as inactive; i = inactive; ? = inconclusive; . = no result given; & = joins results of further samples; [ ] = remark or other dose. Unless noted, the call rests on the fitted dose curve; in most records, active means well fitted curve in the direction sought with a large enough effect; inconclusive means small, poorly fitted or top-dose-only effect, or another doubt; inactive means no such curve, though single readings can be large; an effect the other way counts as inactive or inconclusive.

SMILES	CHX counter	Pf growth 96h	Shiga inhibitor	Sm TGR inh	Pf growth 48h	Giardia FBPA inh
CCOc1ccc(NC(=O)NC(=O)N(C(C)C)S(C)(=O)=O)cc1	1	-1%	21	15%	2%	-1%
CCN(CC)S(=O)(=O)c1ccc(N2CCN(S(=O)(=O)c3ccccc3)CC2)nc1	-10	-11%	-2	-2%	?	4%
N#Cc1ccccc1/C=C/C(=O)N1CCOCC1	1	182%[activator]	-4	9%	31%[activator]	3%
COc1cccc(C2N(c3ccccc3)CCN2c2ccccc2)c1OC	19	9%	35	.	?	0%
Cc1cccc(-n2c(C)n[nH]c2=S)c1	-3	49%[activator]	-10	-21%	9%	?
c1ccc2c(CSCc3nc4ccccc4[nH]3)cccc2c1	13*	40%[activator]	42	8%	8%	-13%
O=C1C=CCCC1	.	58%[activator]	.	-15%	35%[activator]	.
O=C(Nc1nccs1)c1ccc(COc2ccccc2Cl)o1	60*	?	81*	-23%	67%[activator]	-6%
CCCNC(=O)NC(=O)CSc1nc2ccccc2c(=O)n1Cc1ccncc1	1	13µM*	0	-16%	?	-1%
Cc1nc(NCCc2ccccc2)sc1C(=O)N(C)C	37*	120%[activator]	58*	-7%	91%[activator]	-4%
CC1(C)Cc2ccccc2C(NN=C2CCCC2)=N1	8	-26%	-8	.	-10%	0%
Cc1cccc(NC(=O)c2ccc(NC(=O)c3ccccc3Br)cc2)c1	20*	-19%	37	2%	-13%	.
Cc1ccc(S(=O)(=O)CC(O)CN2CCCC2=O)cc1 (stereo not drawn)	1	30%	-3	8%	9%	2%
Cc1ccc(F)cc1NC(=O)C1C2CCC(O2)C1C(=O)O (stereo not drawn)	0	1%	-4	8%	?	-20%
CN(C)CCCNc1ncnc2c1cnn2Cc1ccccc1Cl	-4	6%	-6	4%	-7%	-16%
COc1ccc(NS(=O)(=O)c2ccc(C)c(C(=O)OC(C)C(=O)N3CCOCC3)c2)cc1 (stereo not drawn)	.	6%	.	6%	?	.
O=c1oc(CCCO)cc2ccc(C#Cc3ccsc3)cc12	.	32%[activator]	.	-2%	89%[activator]	.
COc1ccc(OC)c(S(=O)(=O)Nc2cnc3ccccc3c2)c1	2	.	-9	3%	13%	7%
C/C(Cl)=C\Cn1c(NCCCn2ccnc2)nc2c1c(=O)n(C)c(=O)n2C	-6	-35%	-4	0%	-5%	-1%
Cc1ccc(S(=O)(=O)N2CCC(C(=O)NC3CC3)CC2)cc1	-4	5%	-8	7%	2.3µM*	2%
CCc1ccc(NC(=S)N2CCN(c3cccc(OC)c3)CC2)cc1	-1	131%[activator]	-11	-28%	2%	0%
O=C(NC(=O)N1CCCC1)c1csnn1	-2	9%	16	2%	12%	-12%
O=C(OCC(=O)N(CCc1ccccc1)Cc1ccccc1)c1cc(S(=O)(=O)N2CCOCC2)ccc1F	.	3%	.	-5%	-19%	.
O=C(O)/C=C\C(=O)Nc1ccccc1C(=O)N1CCN(c2ccc(Cl)cc2)CC1	-1	.	10	50µM*	-20%	8%
O=C(O)CSCC(=O)N1CCN(c2ncnc3scc(-c4ccccc4)c23)CC1	0	-28%	-6	-14%	-11%	2%
CCOC(=O)c1cc(C#N)c(N)nc1C	-6	-3%	-18	-8%	14%	6%
CCCCC(=O)Nc1nc2ccc(C(=O)OC)cc2s1	27*	383%[activator]	97*	21%	219%[activator]	2%
COc1cccc(O)c1CN1CCCC(C(=O)c2sccc2C)C1 (stereo not drawn)	-2	26%	-15	.	?	1%
O=C1CCc2cc(S(=O)(=O)NCc3ccc(F)cc3)cc3c2N1CC3	.	23%	.	-3%&-1%	-9%	.
CCOc1ccc(NC2=C(Cl)C(=O)N(Cc3ccccc3)C2=O)cc1	-2	?	-9	-19%	?	-4%
Cc1cc(=O)oc2cc(OCCCC[n+]3ccccc3)ccc12	11	?	-8	-5%	5.2µM*	1%
O=C(CCN1C(=O)S/C(=C\c2ccccc2)C1=O)Nc1ccc(O)cc1C(=O)O	6	?	16	-1%	-25%	.
Cc1ccc(C(=O)OCC(=O)N2C(C)CCCC2C)cc1S(=O)(=O)N1CCCCC1 (stereo not drawn)	.	-12%	.	-4%	?	.
COc1ccccc1NC(=O)COc1ccc(/C=N/n2cnnc2)cc1OC	-6	11%	-18	9%	15%	5%
Cn1c(=O)[nH]c2cc3ccccc3cc21	-1	9%	-3	1%	10%	-2%
COc1ccc2cc(C(=O)NCc3ccccc3CN3CCCC3)ccc2c1	.	?	.	4%	9.3µM*	.
CCc1nnc(NC(=O)c2ccc(S(=O)(=O)N(CCOC)CCOC)cc2)o1	-3	13%	-23	16%	7%	-12%
COC(=O)CCCNC(=O)OCc1ccc([N+](=O)[O-])cc1	-2	?	1	3%	22%	0%
CCn1c(SCC(=O)Nc2nc(C)c(C)s2)nc2cccnc21	7	-2%	16	-2%	9%	-1%
CCc1ccc(NS(=O)(=O)c2c(C)nc3sc(CC)nn3c2=O)cc1	-3	-19%	-2	-1%&-3%	?	-6%
COC(=O)CN(c1ccc2c(c1)OCO2)S(C)(=O)=O	-2	11%	-9	7%	-9%	20%
O=S1(=O)CCC(NC(=S)N2CCCCC2)C1 (stereo not drawn)	12	16%	9	5%	-2%	2%
O=c1cc(-c2cccc(F)c2)[nH]c2cc(F)ccc12	-5	.	i	.	.	-1%[89.2 µM]
CCOc1ccc(CCNC(=O)c2cc3sccc3n2C)cc1OCC	1	?	10	3%	-11%	4%
O=C(Cc1ccccc1)NCC(=O)OCC(=O)c1ccc([N+](=O)[O-])cc1	-3	?	-1	-18%	10%	-2%

Compound profiles (already shown).
CCc1ccc(NS(=O)(=O)c2c(C)nc3sc(CC)nn3c2=O)cc1 in the list: CHX counter = -3; Pf growth 96h = -19%; Shiga inhibitor = -2; Sm TGR inh = -1%&-3%; Pf growth 48h = ?; Giardia FBPA inh = -6%
CCc1nnc(NC(=O)c2ccc(S(=O)(=O)N(CCOC)CCOC)cc2)o1 in the list: CHX counter = -3; Pf growth 96h = 13%; Shiga inhibitor = -23; Sm TGR inh = 16%; Pf growth 48h = 7%; Giardia FBPA inh = -12%
O=S1(=O)CCC(NC(=S)N2CCCCC2)C1 (stereo not drawn) in the list: CHX counter = 12; Pf growth 96h = 16%; Shiga inhibitor = 9; Sm TGR inh = 5%; Pf growth 48h = -2%; Giardia FBPA inh = 2%

Reformatted in markdown: two of the compounds above
| Compound | CHX counter | Pf growth 96h | Shiga inhibitor | Sm TGR inh | Pf growth 48h | Giardia FBPA inh |
| --- | --- | --- | --- | --- | --- | --- |
| COC(=O)CCCNC(=O)OCc1ccc([N+](=O)[O-])cc1 | -2 | ? | 1 | 3% | 22% | 0% |
| O=C(Cc1ccccc1)NCC(=O)OCC(=O)c1ccc([N+](=O)[O-])cc1 | -3 | ? | -1 | -18% | 10% | -2% |

Carrying on:
SMILES	CHX counter	Pf growth 96h	Shiga inhibitor	Sm TGR inh	Pf growth 48h	Giardia FBPA inh
CCOc1cc(N2CCOCC2)c(OCC)cc1NC(=O)c1ccccc1C	-1	-34%	-7	1%	?	-2%
CN(CC(=O)Nc1ccc(N2CCOCC2)cc1)CC(=O)Nc1ccccc1C#N	8	0%	-2	5%	10%	-5%
Cc1ccc(-c2[nH]ncc2C(=O)c2cccc(F)c2)c(O)c1	8.5*	?	28	-11%	?	5%
CCOC(=O)C1=C(COC(=O)c2nc(Cl)ccc2Cl)NC(=O)NC1C (stereo not drawn)	.	-1%	.	-9%	26%	.
Cc1ccc(/C=C2/C(=O)NC(=O)N(CCc3ccc(F)cc3)C2=O)s1	8	34%[activator]	0	?	45%[activator]	1%
COc1ccc2nc(SCC(=O)Nc3cc(C)on3)c(C#N)cc2c1	-3	1%	-3	-4%	48%[activator]	.
O=[N+]([O-])c1cccc(Oc2cnccn2)c1	-5	24%	5	7%	24%	6%
Brc1ccc(C2=Nc3cccc4cccc(c34)N2)o1	-4	?	1	?	?	-21%
Cc1ccc(OCCC(=O)OCC(=O)N2CCN(S(=O)(=O)c3ccc(C)cc3C)CC2)cc1	.	1%	.	-6%	10%	.
COc1cc(-c2cc(C(=O)Nc3ccccc3N3CCOCC3)c3ccccc3n2)cc(OC)c1OC	11	?	14	17%	?	-10%
Cc1nnc(C)c2c(C)n(-c3ccc4ncccc4c3)c(C)c12	11	0%	22	.	?	?
Cc1ccc(-c2cc(-c3nnc(SCC(=O)NCC(C)C)n3N)c3ccccc3n2)cc1	36*	-10%[5.75 µM]	29	45%[activator]	-17%	6%
CCOC(=O)c1ccn(CSc2c(F)c(F)cc(F)c2F)n1	.	?	.	-17%	?	.
Nc1ncnc(Sc2ccccc2)c1[N+](=O)[O-]	-2	9.3µM*	-10	13µM*	15µM*	10%
COc1cccc(CN(C(=O)c2cccs2)C2CCS(=O)(=O)C2)c1 (stereo not drawn)	-3	-2%	-3	-15%	-6%	16%

Sorted by number of heavy atoms (high to low): part of the list above.
SMILES	CHX counter	Pf growth 96h	Shiga inhibitor	Sm TGR inh	Pf growth 48h	Giardia FBPA inh
CCOc1cc(N2CCOCC2)c(OCC)cc1NC(=O)c1ccccc1C	-1	-34%	-7	1%	?	-2%
Cc1ccc(/C=C2/C(=O)NC(=O)N(CCc3ccc(F)cc3)C2=O)s1	8	34%[activator]	0	?	45%[activator]	1%
COc1cccc(CN(C(=O)c2cccs2)C2CCS(=O)(=O)C2)c1 (stereo not drawn)	-3	-2%	-3	-15%	-6%	16%

(next part)
SMILES	CHX counter	Pf growth 96h	Shiga inhibitor	Sm TGR inh	Pf growth 48h	Giardia FBPA inh
O=C(NCc1ccc2c(c1)OCO2)Nc1cccc(Cl)c1	41*	2%	57*	9%	22%	-1%
O=C(CN(C(=O)CNC(=O)c1ccco1)c1ccccc1F)NC1CCCCC1	-3	-30%	-17	-6%	7%	10%
C=CCNC(=O)C(=O)NCC(c1ccc2c(c1)OCO2)N1CCOCC1 (stereo not drawn)	-4	37%[activator]	-7	-16%	20%	10%
O=C1CCCc2c1nn(-c1ccccc1)[n+]2[O-]	-3	.	-11	?	0%	-1%
CCOC(=O)c1ccc(NC(=O)C2CCCO2)cc1 (stereo not drawn)	32*	-2%	55*	-14%	62%[activator]	4%
CC(=O)c1cc2c(cc1NC(=O)c1c(-c3ccccc3)noc1C)OCO2	-2	-7%	-29	-13%	7%	-3%
Cc1ccc(SCCC(=O)Nc2cccnc2)cc1	-1	4%	7	-2%[57.1 µM]	-5%	3%
CC(=O)NC(=S)Nc1ccccc1N1CCN(C(=O)c2ccccc2)CC1	-5	-20%	-11	-17%	?	1%
